sPLA2-III inh: Inhibits HGIII-sPLA2 liposome hydrolysis, primary screen; Q9NZ20; QFRET BODIPY PC-A2 liposome hydrolysis, fluorescence; inhibition, % at 12.2 µM; 370,000 compounds, 0.56% hits;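 active means inhibition above mean plus 3 SD of compounds lying within the high and low control bounds, cut at about 19% in these data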;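 further: 0% = median of test compound wells and 100% = no enzyme DMSO wells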
PLC-gamma1 inh: blocks human PLC-gamma1 enzyme activity | P19174 | purified PLC-gamma1, fluorogenic substrate, fluorescence | inhibition, % at 12.2 µM | 370,000 compounds, 0.84% hits | AID 720700; in the data active means inhibition above about 9.5%
PLCb3 inh: inhibitors of human phospholipase C beta3. Purified PLC-beta3, fluorogenic substrate, fluorescence. inhibition, % at 12.2 µM. 370,000 compounds, 0.18% hits. AID 720704; in the data active means inhibition above about 11%;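 further: 0% = median of compound wells on plate and 100% = full blocker control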
DAX1 inh-1: inhibits human nuclear receptor DAX1. HEK293 Gal4-DAX1 luciferase reporter, luminescence. 340,000 compounds, 0.99% hits. AID 504766. P51843. inhibition, % at 6.75 µM;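 active means inhibition above the mean over all tested compounds plus 3 SD, cut at about 4.2% in these data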;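 further: 0% = DAX1-transfected cells with DMSO and 100% = empty-vector control cells with DMSO; inhibition shows as a rise in luminescence from relieved DAX1 repression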
Target sequence (P51843 207-470 limits assumed): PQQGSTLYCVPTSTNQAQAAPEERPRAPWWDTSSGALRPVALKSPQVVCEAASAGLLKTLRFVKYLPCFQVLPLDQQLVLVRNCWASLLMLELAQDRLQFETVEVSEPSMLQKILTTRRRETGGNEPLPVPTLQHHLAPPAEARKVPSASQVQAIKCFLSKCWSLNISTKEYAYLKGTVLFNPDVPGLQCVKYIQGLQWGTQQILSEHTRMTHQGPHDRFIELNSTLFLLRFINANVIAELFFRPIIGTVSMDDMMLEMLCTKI
ADAM10 inh: ADAM10 inhibition, QFRET primary screen | O14672 | recombinant ADAM10, EDANS/DABCYL FRET peptide cleavage, 3 h | inhibition, % at 7 µM | 370,000 compounds, 0.62% hits | AID 720582;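 active means inhibition above a per-campaign cutoff equal to the mean of compounds falling between control-based bounds plus 3 SD, cut at about 20% in these data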;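 further: 0% = DMSO wells while the 100% control is not disclosed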
hcDAF-12 act: H. contortus DAF-12 activation, primary screen; HEK293 hcDAF-12 lit1-tk-luc reporter, luminescence; 0% DMSO, 100% Δ7-dafachronic acid; activation, % at 6.8 µM; 370,000 compounds, 1.4% hits; AID 652067;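 active means activation above the mean of all tested compounds plus 3 SD, cut at about 5.5% in these data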;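 further: 100% = response to 3 µM Δ7-dafachronic acid high control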
ADAM17 inh: inhibits human ADAM17; 370,000 compounds, 0.83% hits; P78536; recombinant ADAM17, EDANS/DABCYL FRET peptide cleavage; inhibition, % at 6.95 µM;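 active means inhibition above the mean of compounds lying between control limits plus 3 SD, set per campaign, cut at about 8.5% in these data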;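 further: 0% = DMSO-only wells as the low control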
Target sequence (P78536 215-824 limits assumed): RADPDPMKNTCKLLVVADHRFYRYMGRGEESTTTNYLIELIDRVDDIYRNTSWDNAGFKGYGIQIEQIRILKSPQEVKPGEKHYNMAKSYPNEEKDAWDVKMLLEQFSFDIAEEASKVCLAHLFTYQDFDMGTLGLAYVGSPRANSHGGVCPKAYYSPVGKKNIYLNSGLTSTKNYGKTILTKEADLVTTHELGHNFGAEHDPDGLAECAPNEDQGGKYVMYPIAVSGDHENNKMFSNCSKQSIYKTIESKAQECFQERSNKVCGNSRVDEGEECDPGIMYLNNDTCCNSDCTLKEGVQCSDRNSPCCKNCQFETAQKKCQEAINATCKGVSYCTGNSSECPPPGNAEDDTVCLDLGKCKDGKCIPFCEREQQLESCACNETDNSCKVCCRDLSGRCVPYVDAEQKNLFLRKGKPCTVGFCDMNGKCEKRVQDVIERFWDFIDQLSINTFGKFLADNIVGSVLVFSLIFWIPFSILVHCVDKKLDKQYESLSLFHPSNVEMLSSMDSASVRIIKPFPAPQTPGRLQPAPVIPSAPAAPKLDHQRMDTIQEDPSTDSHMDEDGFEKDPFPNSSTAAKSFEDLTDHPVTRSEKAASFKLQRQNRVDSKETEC
hgDAF-12 ag: agonists of H. glycines DAF-12 nuclear receptor; 370,000 compounds, 1.8% hits; activation, % at 6.8 µM; HEK293 GAL4-hgDAF12 UAS-luciferase reporter, agonist luminescence; normalized to butyrate control;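 active means activation above a cutoff set at the mean of all screened compounds plus 3 SD, cut at about 10% in these data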;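 further: 0% = DMSO wells and 100% = sodium butyrate wells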
DAX1 inh-2: blocks DAX1 repression of SF-1 activated StAR promoter; AID 652010; 370,000 compounds, 1.1% hits; inhibition, % at 6.8 µM; HEK293T StAR-luciferase reporter, SF-1/DAX-1 repression relief;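 active means inhibition above the mean over all tested compounds plus 3 SD, cut at about 3.6% in these data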;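 further: 0% = DAX-1 cells with DMSO and 100% = cells lacking DAX-1 with DMSO; higher inhibition means more luminescence from relief of DAX-1 repression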
FXN GAA850 act: activators of GAA850 frataxin (FXN) promoter; HEK293 lucGAA850 FXN promoter luciferase reporter, 24 h; percent of 10 µM SAHA response; activation, % at 6 µM; 360,000 compounds, 0.56% hits;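 active means activation above the average of all compounds screened plus 3 SD, cutoff fixed separately per campaign, cut at about 7.5% in these data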;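 further: 0% = DMSO wells and 100% = 10 µM SAHA wells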
ssDAF-12 act: activators of S. stercoralis DAF-12 nuclear receptor; 370,000 compounds, 1% hits; activation, % at 6.8 µM; HEK293 ssDAF-12/GRIP1 lit1-tk-luc reporter, luminescence; % of 3 µM dafachronic acid response;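 active means activation above the mean over all tested compounds plus 3 SD, cut at about 0.9% in these data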;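 further: 0% = DMSO-only wells and 100% = 3 µM delta7-dafachronic acid wells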
An asterisk follows results filed as active.

CC(C)OCCCNC(=O)c1cc2c(s1)CS(=O)(=O)C2 was read as sPLA2-III inh 4, PLC-gamma1 inh 0, PLCb3 inh 1, DAX1 inh-1 -0.3, ADAM10 inh 2, hcDAF-12 act -0.7, ADAM17 inh -2, hgDAF-12 ag 3.2, DAX1 inh-2 0.1, FXN GAA850 act 0.8 and ssDAF-12 act -1.2.
For Cc1cc(C)c2nc(N3CCN(C(=O)c4ccco4)CC3)sc2c1 the results were sPLA2-III inh -4, PLC-gamma1 inh -2, PLCb3 inh -10, DAX1 inh-1 1.9, ADAM10 inh 0, hcDAF-12 act -0.9, ADAM17 inh 2, hgDAF-12 ag 5.3, DAX1 inh-2 5.0*, FXN GAA850 act 2.2 and ssDAF-12 act -0.9.
For Cc1cccc(NC(=O)n2ccc3ccc(-c4ccc5cc[nH]c5c4)cc32)c1 the results were sPLA2-III inh -11, PLC-gamma1 inh -142, PLCb3 inh -195, ADAM10 inh -118, hcDAF-12 act -2.1, ADAM17 inh -44, hgDAF-12 ag -3.6, DAX1 inh-2 -1.0 and ssDAF-12 act -1.5.
For O=C(O)c1cc2ccccc2c2c1C(=O)c1ccccc1-2 the results were sPLA2-III inh 2, PLC-gamma1 inh -6, PLCb3 inh -5, DAX1 inh-1 -0.8, ADAM10 inh -3, hcDAF-12 act -0.4, ADAM17 inh 0, hgDAF-12 ag -0.6, DAX1 inh-2 1.2, FXN GAA850 act -0.9 and ssDAF-12 act -1.1.
For CC1CCN(C(=O)c2[nH]cnc2C(=O)N2CCN(C(=O)OC(C)(C)C)CC2)CC1 the results were sPLA2-III inh -4, PLC-gamma1 inh -1, PLCb3 inh 2, DAX1 inh-1 1.0, ADAM10 inh -5, hcDAF-12 act -0.8, ADAM17 inh -5, hgDAF-12 ag 0.5, DAX1 inh-2 0.1, FXN GAA850 act 1.6 and ssDAF-12 act -1.4.
For Cc1sc(N)nc1-c1cccs1 the results were sPLA2-III inh 10, PLC-gamma1 inh -1, PLCb3 inh -2, DAX1 inh-1 1.1, ADAM10 inh -8, hcDAF-12 act 3.3, ADAM17 inh -3, hgDAF-12 ag 0.8, DAX1 inh-2 -0.3, FXN GAA850 act -2.1 and ssDAF-12 act -0.3.
Screening CCc1nnc(NC(=O)c2cc(S(=O)(=O)N3CCOCC3)ccc2N2CCCCC2)s1 returned sPLA2-III inh -6, PLC-gamma1 inh -9, PLCb3 inh -21, DAX1 inh-1 -0.1, ADAM10 inh 1, hcDAF-12 act -0.4, ADAM17 inh -4, hgDAF-12 ag -0.5, DAX1 inh-2 0.0, FXN GAA850 act 0.4 and ssDAF-12 act -1.4.
For CCN(CC)c1ccc(NC(=O)COC(=O)COc2ccccc2[N+](=O)[O-])cc1 the results were sPLA2-III inh 9, PLC-gamma1 inh -1, PLCb3 inh -1, DAX1 inh-1 -1.0, ADAM10 inh 1, hcDAF-12 act 1.9, ADAM17 inh -3, hgDAF-12 ag 0.5, DAX1 inh-2 0.5, FXN GAA850 act 0.7 and ssDAF-12 act -1.2.
Screening O=C(/C=C/[C@H]1O[C@@H](n2ccc(=O)[nH]c2=O)[C@H](O)[C@@H]1O)NCCc1cccs1 returned sPLA2-III inh 7, PLC-gamma1 inh 1, PLCb3 inh -3, ADAM10 inh -8, hcDAF-12 act -0.2, ADAM17 inh -6, hgDAF-12 ag -0.9, DAX1 inh-2 -0.6 and ssDAF-12 act -1.1.
Screening CCOC(=O)C(=O)NC1CC=CCC1c1ccc2c(c1)OCO2 (centres undefined) returned sPLA2-III inh -2, PLC-gamma1 inh -1, PLCb3 inh 1, DAX1 inh-1 0.4, ADAM10 inh -12, hcDAF-12 act 0.7, ADAM17 inh -2, hgDAF-12 ag -1.9, DAX1 inh-2 0.6, FXN GAA850 act 1.6 and ssDAF-12 act -1.3.
`COCCCNC(=O)/C(C#N)=C/c1c(N2CCN(c3ccc(OC)cc3)CC2)nc2c(C)cccn2c1=O` gave sPLA2-III inh -8, PLC-gamma1 inh -23, PLCb3 inh -34, DAX1 inh-1 -0.2, ADAM10 inh -161, hcDAF-12 act -6.6, ADAM17 inh -60, hgDAF-12 ag -5.9, DAX1 inh-2 -1.1, FXN GAA850 act 4.8 and ssDAF-12 act -1.6.
O=C(OCc1cc([N+](=O)[O-])cc2c1OCOC2)c1ccccn1 was read as sPLA2-III inh 2, PLC-gamma1 inh 0, PLCb3 inh -1, DAX1 inh-1 0.7, ADAM10 inh -4, hcDAF-12 act -0.1, ADAM17 inh -1, hgDAF-12 ag -0.6, DAX1 inh-2 0.1, FXN GAA850 act 1.1 and ssDAF-12 act -0.9.
CC1CCCN(C(=O)C2CCN(S(=O)(=O)c3ccc4c(c3)CC(C)N4C(=O)C3CC3)CC2)C1 (centres undefined) was read as sPLA2-III inh -2, PLC-gamma1 inh 2, PLCb3 inh -8, DAX1 inh-1 -0.4, ADAM10 inh -5, hcDAF-12 act -2.5, ADAM17 inh -4, hgDAF-12 ag -3.8, DAX1 inh-2 -0.4, FXN GAA850 act -0.1 and ssDAF-12 act -1.4.
For COc1nc(Nc2ccc(C(C)C)cc2)nc(OC)n1 the results were sPLA2-III inh -5, PLC-gamma1 inh 2, PLCb3 inh 4, DAX1 inh-1 -0.7, ADAM10 inh 3, hcDAF-12 act 1.6, ADAM17 inh 0, hgDAF-12 ag 3.1, DAX1 inh-2 1.4, FXN GAA850 act 7.5 and ssDAF-12 act -1.1.
For CCCCCN(C(=O)CCC(=O)OCC(=O)N1CCC(C)CC1)c1c(N)n(CCCC)c(=O)[nH]c1=O the results were sPLA2-III inh 1, PLC-gamma1 inh 1, PLCb3 inh 1, DAX1 inh-1 -0.5, ADAM10 inh -9, hcDAF-12 act 0.3, ADAM17 inh -4, hgDAF-12 ag 1.4, DAX1 inh-2 -0.7, FXN GAA850 act -0.1 and ssDAF-12 act -0.7.
For COc1ccc(CNc2ncc(-c3ccc(F)cc3)n2C)cc1OC the results were sPLA2-III inh 6, PLC-gamma1 inh 0, PLCb3 inh 3, DAX1 inh-1 -0.8, ADAM10 inh 2, hcDAF-12 act 0.1, ADAM17 inh -3, hgDAF-12 ag -0.8, DAX1 inh-2 -0.2, FXN GAA850 act 0.1 and ssDAF-12 act -1.1.
`CCn1c(COc2cccc(OC)c2)nnc1SCC(=O)Nc1ccccc1C(=O)OC` gave sPLA2-III inh -10, PLC-gamma1 inh 1, PLCb3 inh 1, DAX1 inh-1 0.3, ADAM10 inh 7, hcDAF-12 act -1.3, ADAM17 inh 1, hgDAF-12 ag -3.6, DAX1 inh-2 -0.6, FXN GAA850 act 0.0 and ssDAF-12 act -1.1.
Cc1ccccc1C(=O)N1N=C(c2cccc(NS(C)(=O)=O)c2)CC1c1cccs1 (centres undefined) was read as sPLA2-III inh -28, PLC-gamma1 inh -5, PLCb3 inh -7, DAX1 inh-1 2.3, ADAM10 inh 2, hcDAF-12 act -1.0, ADAM17 inh 7, hgDAF-12 ag 0.1, DAX1 inh-2 0.5, FXN GAA850 act 1.2 and ssDAF-12 act -1.1.
O=C(c1cccs1)N1CCCC(c2nc3c(nnn3Cc3ccccc3Cl)c(=O)[nH]2)C1 (centres undefined) was read as sPLA2-III inh -17, PLC-gamma1 inh -1, PLCb3 inh -13, DAX1 inh-1 0.6, ADAM10 inh 2, hcDAF-12 act -1.4, ADAM17 inh -3, hgDAF-12 ag -1.7, DAX1 inh-2 -0.4, FXN GAA850 act 2.8 and ssDAF-12 act -0.8.
Cc1ccc(C(=O)c2c(NC(=O)c3cccnc3)sc3c2CCCC3)cc1 was read as sPLA2-III inh 4, PLC-gamma1 inh 5, PLCb3 inh 7, DAX1 inh-1 2.5, ADAM10 inh 16, hcDAF-12 act -0.9, ADAM17 inh 0, hgDAF-12 ag -0.1, DAX1 inh-2 0.3, FXN GAA850 act -3.3 and ssDAF-12 act -0.5.
CCCn1c(=N)c(C(=O)NCC2CCCO2)cc2c(=O)n3cccc(C)c3nc21 (centres undefined) was read as sPLA2-III inh 3, PLC-gamma1 inh inactive, PLCb3 inh inactive, DAX1 inh-1 0.1, ADAM10 inh inactive, hcDAF-12 act -0.4, ADAM17 inh inactive, hgDAF-12 ag 0.5, DAX1 inh-2 -0.8, FXN GAA850 act -1.6 and ssDAF-12 act -0.7.
`Cc1ccc2nc(C)/c(=N\O)c(C)nc2c1` gave sPLA2-III inh -4, PLC-gamma1 inh -9, PLCb3 inh -14, DAX1 inh-1 -1.3, ADAM10 inh -13, hcDAF-12 act 10.0*, ADAM17 inh -9, hgDAF-12 ag 15*, DAX1 inh-2 5.3*, FXN GAA850 act 2.9 and ssDAF-12 act 0.6.
For COc1ccc(CCNC(=O)c2ccc(Br)o2)cc1Br the results were sPLA2-III inh -5, PLC-gamma1 inh 3, PLCb3 inh 1, ADAM10 inh -1, hcDAF-12 act -0.6, ADAM17 inh -2, hgDAF-12 ag -1.6, DAX1 inh-2 -0.4 and ssDAF-12 act -1.1.
Screening C/C=C1\C(OC2OC(CO)C(O)C(O)C2O)OC=C(C(=O)OC)C1CC(=O)OCC1C(C)C(OC(=O)CC2C(C(=O)OC)=COC(OC3OC(CO)C(O)C(O)C3O)/C2=C\C)CC1C(CO)CO (centres undefined) returned sPLA2-III inh -8, PLC-gamma1 inh -5, PLCb3 inh -3, DAX1 inh-1 1.8, ADAM10 inh -23, hcDAF-12 act -0.6, ADAM17 inh -1, hgDAF-12 ag -0.9, DAX1 inh-2 -0.4, FXN GAA850 act 1.9 and ssDAF-12 act -0.9.
Screening Cc1cccc(-n2ncc3c(NCc4ccccn4)ncnc32)c1 returned sPLA2-III inh 5, PLC-gamma1 inh 0, PLCb3 inh 10, DAX1 inh-1 0.5, ADAM10 inh 6, hcDAF-12 act 0.3, ADAM17 inh -4, hgDAF-12 ag 5.9, DAX1 inh-2 -0.1, FXN GAA850 act 2.5 and ssDAF-12 act -0.8.
CCOc1cccc2sc(=NC(=O)c3ccc(S(=O)(=O)N4CCOCC4)cc3)n(C)c12 was read as sPLA2-III inh -4, PLC-gamma1 inh -1, PLCb3 inh -7, DAX1 inh-1 1.9, ADAM10 inh -5, hcDAF-12 act -0.3, ADAM17 inh -4, hgDAF-12 ag 0.1, DAX1 inh-2 -0.8, FXN GAA850 act 2.1 and ssDAF-12 act -1.8.
For CCC(CC)C(=O)c1c[nH]c(C(=O)N2CCN(c3ccccc3F)CC2)c1 the results were sPLA2-III inh 0, PLC-gamma1 inh 3, PLCb3 inh 0, DAX1 inh-1 -0.1, ADAM10 inh 5, hcDAF-12 act -0.5, ADAM17 inh -1, hgDAF-12 ag 5.1, DAX1 inh-2 -0.6, FXN GAA850 act -2.4 and ssDAF-12 act -1.0.

Screening results (PubChem)
